Glioma ERSR ind = inducers of ER stress response in human glioma cells. U87-MG GRP78 promoter luciferase reporter, 16 h. Potency, µM, for the others: at the top dose activation, actives largely listed as activators. hit rate 0.02% among 420,000; also: potency is read from the fitted curve at half-maximal effect; series mostly up to about 76 µM; % of control where 0% means no effect; nearly all actives have a fitted effect of over 35% in size
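ERSR induction read as luciferase luminescence (Bright-Glo, 10 min at room temperature) in stably transfected human U87-MG glioma cells exposed to compounds for 16 h, using GRP78 as sensor.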
USP1-UAF1 inh = blocks the human USP1/UAF1 deubiquitinase complex. O94782. recombinant USP1/UAF1, Ub-Rhodamine cleavage fluorescence. Potency, µM (highest dose often 57.1 µM), inactives show at the highest dose activity change, negative = inhibition, most hits filed as inhibitors. hit rate 0.23% among 390,000. AID 743255; also: potency is read from the fitted curve at half-maximal effect; % is scaled to controls: 0 for no effect and ±100 for the full control effect; nearly all actives have a fitted effect of over 60% in size; inactives centre near -12
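High-throughput fluorogenic screen: 1nM USP1/UAF1 complex, Ub-Rho substrate 150nM final, 50mM HEPES pH 7.8 with 0.5mM EDTA, 0.1 mg/ml BSA, 1mM TCEP and 0.01% Tween-20.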
rTrxR1 inhibitor = blocks rat thioredoxin reductase 1; O89049; recombinant rTrxR1, NADPH fluorescence consumption, selenite substrate; hit rate 1% among 390,000; Potency, µM (titrated, usually from 114 µM), for the others: at the top dose activity change, negative = inhibition, most hits filed as inhibitors; also: potency is read from the fitted curve at half-maximal effect; % is scaled to controls: 0 for no effect and ±100 for the full control effect; nearly all actives have a fitted effect of over 65% in size
Target sequence (O89049 whole entry, looked up): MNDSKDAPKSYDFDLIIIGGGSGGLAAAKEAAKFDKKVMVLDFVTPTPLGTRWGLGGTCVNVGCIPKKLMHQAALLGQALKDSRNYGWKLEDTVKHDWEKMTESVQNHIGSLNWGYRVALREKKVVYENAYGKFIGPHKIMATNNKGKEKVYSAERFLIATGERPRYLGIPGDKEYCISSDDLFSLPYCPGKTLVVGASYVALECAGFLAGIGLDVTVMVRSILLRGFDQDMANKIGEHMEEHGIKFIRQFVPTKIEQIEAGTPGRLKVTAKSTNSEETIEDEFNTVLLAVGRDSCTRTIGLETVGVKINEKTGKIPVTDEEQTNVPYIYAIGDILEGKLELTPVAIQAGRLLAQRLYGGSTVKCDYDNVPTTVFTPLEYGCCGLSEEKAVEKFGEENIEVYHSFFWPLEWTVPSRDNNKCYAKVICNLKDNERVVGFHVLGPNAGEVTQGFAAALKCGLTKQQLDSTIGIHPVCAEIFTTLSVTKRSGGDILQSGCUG
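Rat TrxR1 (90 nM in the dispensed reagent) was pre-reduced with 400 uM NADPH for 5 min at room temperature, then incubated with compound for 15 min. After 400 uM selenite was added, NADPH fluorescence (Ex 340/Em 450 nm) was followed for 8 min.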
LDHA block = LDHA (human) enzyme inhibition | hit rate 0.15% among 480,000 | purified LDHA, NADH/diaphorase-resazurin fluorescence; active compounds read low | P00338 | AID 1347041 | activity change, % (values are at about 110 or 230 µM); in the data active = activity change below about -30%; inconclusive = mostly about -25% to -30%;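 also: plate controls were DMSO wells for no effect and wells without enzyme for full effect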
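Resorufin fluorescence (ex540/em590), read at 0 and 20 min after diaphorase/resazurin addition, reports the NADH left after a 5 min room-temperature reaction of 2 nM human LDH5 with 0.06 mM NADH and 0.2 mM pyruvate.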
Vif-APOBEC3F blk = blocks the Vif interaction with APOBEC3F. HeLa A3F-eYFP + Vif (tagged APOBEC3F with the HIV-1 protein that degrades it), YFP fluorescence increase. Potency, µM (highest dose often 46.1 µM), without a hit: at the top dose activity, negative = active. hit rate 0.2% among 390,000; also: potency is read from the fitted curve at half-maximal effect; % of control where 0% means no effect; nearly all actives have a fitted effect of over 65% in size
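Fluorescence increase (Ex 488/Em 500-530) after overnight compound treatment at 37 deg C flags inhibition of Vif-driven A3F-eYFP loss in stable HeLa A3F-eYFP/Vif cells seeded overnight beforehand.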
mIDH1 inhibitor = human IDH1 R132H inhibition; O75874; IDH1-R132H enzyme, NADPH consumption, diaphorase/resazurin fluorescence; Potency, µM (top dose mostly 76.6 µM), for inactives: at the top dose activity change, negative = inhibition, usual class: inhibitors; hit rate 0.093% among 390,000; also: potency is read from the fitted curve at half-maximal effect; % is scaled to controls: 0 for no effect and ±100 for the full control effect; nearly all actives have a fitted effect of over 65% in size
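IDH1-R132H (0.5 ug/mL) preincubated 30 min with compound, then NADPH (0.016 mM) and alpha-KG (2 mM) added; 80 min at RT, pH 7.5. Remaining NADPH coupled via diaphorase/resazurin to fluorescence (540/590 nm); concentration-response curves normalized to no-enzyme control.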
RGS4 inh = inhibitors of human regulator of G protein signaling 4. P49798. Transcreener GDP fluorescence polarization, RGS4-accelerated GTP hydrolysis. Potency, µM (titrated, usually from 114 µM), inactives show at the highest dose activity change, negative = inhibition, usual class: inhibitors. hit rate 0.039% among 390,000. AID 504845; also: potency is read from the fitted curve at half-maximal effect; % is scaled to controls: 0 for no effect and ±100 for the full control effect; nearly all actives have a fitted effect of over 75% in size; some results filed as inactive show a strong effect at the top dose
Target sequence (P49798 whole entry, looked up): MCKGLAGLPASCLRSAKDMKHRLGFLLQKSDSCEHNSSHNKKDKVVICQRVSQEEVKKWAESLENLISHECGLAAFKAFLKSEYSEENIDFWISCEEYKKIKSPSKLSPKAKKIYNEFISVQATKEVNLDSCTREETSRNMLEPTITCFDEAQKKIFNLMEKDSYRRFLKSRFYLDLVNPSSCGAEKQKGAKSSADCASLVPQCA
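MLSMR compounds (23 nl, pin-transferred) preincubated 10 min at room temperature with a 500nM (2x) first reagent, then RGS4 at 900nM (2x) plus Transcreener GDP mix added; fluorescence polarization (620/688 nm) read before and after 90 min at 30 °C.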
Vif-APOBEC3G blk = Vif-A3G binding inhibition | Q9HC16 | HeLa A3G-eYFP + Vif (tagged APOBEC3G with the HIV-1 protein that degrades it), YFP fluorescence, overnight | Potency, µM (titrated, usually from 46.1 µM), inactives show at the highest dose activity, negative = active, hits mostly inhibitors | hit rate 0.076% among 410,000 | AID 602310;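 also: potency is read from the fitted curve at half-maximal effect; % is scaled to controls: 0 for no effect and ±100 for the full control effect; nearly all actives have a fitted effect of over 60% in size; hits raise eYFP signal because A3G escapes Vif-driven loss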
Target sequence (Q9HC16 whole entry, looked up): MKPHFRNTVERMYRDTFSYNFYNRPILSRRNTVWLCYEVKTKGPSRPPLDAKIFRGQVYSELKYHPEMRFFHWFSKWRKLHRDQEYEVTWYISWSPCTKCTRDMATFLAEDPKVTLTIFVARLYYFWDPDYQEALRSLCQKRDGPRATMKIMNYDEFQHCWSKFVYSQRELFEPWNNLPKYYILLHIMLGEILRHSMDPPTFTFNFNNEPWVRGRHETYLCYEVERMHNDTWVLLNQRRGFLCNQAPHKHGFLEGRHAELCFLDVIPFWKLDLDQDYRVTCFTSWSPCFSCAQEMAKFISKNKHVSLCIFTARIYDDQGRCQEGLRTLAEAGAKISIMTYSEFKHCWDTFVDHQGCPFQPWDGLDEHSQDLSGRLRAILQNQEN
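Read-out is eYFP fluorescence (Ex 488/Em 500-530) from Vif-expressing HeLa A3G-eYFP cells; more signal means A3G escaped Vif-mediated degradation. Cells plated overnight, compound pinned in, incubated overnight at 37 deg C.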
TrxR1 substrate = rat thioredoxin reductase 1 substrate activity | hit rate 0.01% among 390,000 | Potency, µM (series often up to 114 µM), for the others: at the top dose activity change, negative = substrate turnover | O89049 | AID 588456 | purified TrxR1 substrate turnover, NADPH consumption readout; also: potency is read from the fitted curve at half-maximal effect; % is scaled to controls: 0 for no effect and ±100 for the full control effect; nearly all actives have a fitted effect of over 50% in size
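Rat TrxR1, dispensed at 90 nM, was prereduced with 400 uM NADPH (final) for 5 min at ~22 deg C, then incubated with compound 15 min before 400 uM selenite. A first-read NADPH fluorescence drop versus no-compound background flagged substrates.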
An asterisk follows results filed as active; ? = inconclusive; . = not tested or not shown; [ ] = dose if it differs, or a comment. Unless noted, calls follow the shape of the dose curve; as a rule, active = well fitted curve in the direction sought with a large enough effect; inconclusive = small, poorly fitted or top-dose-only effect, or another doubt; inactive = no such curve, though single readings can be large; an effect the other way counts as inactive or inconclusive. This is a subset; count on the stated rates, not on these rows.

| Molecule | Glioma ERSR ind | USP1-UAF1 inh | rTrxR1 inhibitor | LDHA block | Vif-APOBEC3F blk | mIDH1 inhibitor | RGS4 inh | Vif-APOBEC3G blk | TrxR1 substrate |
| --- | --- | --- | --- | --- | --- | --- | --- | --- | --- |
| COC(=O)Nc1ccc(S(=O)(=O)Nc2ccc(C(=O)O)cc2)cc1 | -1% | -13% | 18%[57.1 µM] | 0 | 3% | -1% | 21% | 1% | 7%[57.1 µM] |
| CC1(C)CC(=O)c2cc(OCC(=O)NCCCN3CCN(c4ccccc4F)CC3)ccc2O1 | 4% | -15% | 23%[57.1 µM] | -8 | -3% | -1% | -32% | 1% | 23%[57.1 µM] |
| CCn1nnnc1SCC(=O)Nc1sc(C)c(C)c1C#N | -2% | -9% | 14% | -2 | -4% | 2% | -6% | 2% | 0% |
| OCc1csc(=Nc2ccccc2)n1-c1ccccc1 | 1% | -15% | -21% | 0 | 2% | 1% | 10% | 1% | -3% |
| O=C1NNC(=O)C2C3C=CC(C4CC34)C12 (stereo not drawn) | -3% | 2% | 12% | 2 | -17% | -2% | 4% | -4% | 13% |
| O=C(CSc1nc2c([nH]c3ccccc32)c(=O)n1-c1ccc(Cl)cc1)c1ccccc1 | 1% | -14% | 21%[57.1 µM] | -6 | 8% | 3% | 16% | -3% | 1%[57.1 µM] |
| CCc1ccc(NC(=O)C(=O)NCC(c2cccnc2)N2CCOCC2)cc1 (stereo not drawn) | 8% | 15% | 12% | -9 | 0% | 0% | 10% | -6% | -13% |
| Cc1ccc(-c2nc3ncccc3o2)cc1NC(=O)c1cccc(OCC(C)C)c1 | -3% | -18% | -3% | -16 | -6% | -15% | 18% | -1% | 4% |
| COC(=O)c1ccccc1S(=O)(=O)NNC(=O)C1COc2ccccc2O1 (stereo not drawn) | 0% | 0% | 6% | -4 | -5% | -1% | -5% | 0% | -11%[57.1 µM] |
| CS(=O)(=O)N(CC(=O)O)c1ccc2c(c1)OCO2 | -4% | 1% | 4%[57.1 µM] | -4 | -5% | 0% | -37% | 2% | 5%[57.1 µM] |
| Cc1ccc(CNC(=O)CSc2nnc(CNC(=O)c3ccc(F)cc3)o2)cc1 | -3% | -22% | . | -5 | 0% | 1% | . | -3% | . |
| CC(C)CC(=O)NCCCCc1ccccc1 | -2% | 6% | 3%[57.1 µM] | -7 | -8% | 5% | 23% | 0% | -15% |
| Cc1nn(-c2ccccc2)c2c1C(c1cccs1)C(C#N)=C(N)O2 (stereo not drawn) | -4% | -9% | -4%[57.1 µM] | 3 | -1% | 6% | ? | -14% | 13%[57.1 µM] |
| COc1ccc(OC)c(NC(=O)Cn2c(=O)c3cccn3c3ccccc32)c1 | -4% | -17% | 6% | -3 | 0% | -10% | -20% | -6% | -1% |
| O=[N+]([O-])c1ccc(-[n+]2ccc3ccccc3c2)c([N+](=O)[O-])c1 | -12% | ? | 0.89µM* | 17 | 3% | 2%[38.3 µM] | ? | -4% | -7% |
| Cc1cccc(N2CCN(CCCNc3ncnc4onc(-c5ccc(Cl)cc5)c34)CC2C)c1 (stereo not drawn) | -5% | -22% | 21% | -2 | 0% | -7% | -14% | -6% | 0% |
| O=C(c1cncc(Br)c1)N1CCCc2ccccc21 | -3% | -4% | -19%[57.1 µM] | -9 | 2% | 19% | -20% | 0% | 6%[57.1 µM] |
| CCOc1ccc2nc(N(CCN(CC)CC)C(=O)/C=C/c3cccs3)sc2c1 | 1% | -26% | 12% | -2 | -9% | 1% | 1% | -1% | 0% |
| Cc1csc(NC(=O)c2cc(-c3ccco3)nc3ccccc23)n1 | -3% | -6% | ? | 0 | 3% | 3% | 2% | -15% | 10% |
| Cc1c(NC2=NC3(CCCCC3)Cc3ccccc32)c(=O)n(C)n1-c1ccccc1 | -10% | -8% | 24% | -2 | 6% | 2% | -15%[56.9 µM] | 1% | 5% |
| O=C(Nc1cccnc1)c1cc(-c2ccco2)on1 | 0% | -11% | -16% | -6 | -17% | 1% | -5% | 0% | 1% |
| C/C(Cn1cnc([N+](=O)[O-])n1)=N\NC(=O)c1ccncc1 | 7% | -13% | ? | 11 | -9% | -4% | 7% | -3% | 7% |
| COc1ccc(CCN/C=C2/CC(=O)NC2=O)cc1OC | -6% | 1% | -12% | 1 | . | 6% | -6% | 0% | -9% |
| CCN(CC)S(=O)(=O)c1cc(NC(=O)c2ccc(-n3cncn3)c([N+](=O)[O-])c2)ccc1C | -1% | -15% | 9% | 1 | 11% | 1% | -38% | 5% | 1% |
| Cc1cc(C)n(-c2nnc(N3CCN(c4ccccc4)CC3)nn2)n1 | 2% | -25% | 16%[57.1 µM] | 31 | 0% | 3% | 7% | 0% | 1%[57.1 µM] |
| Cc1ccc(C(O)(CCN2CCCCC2)c2ccccc2)cc1 (stereo not drawn) | -2% | -12% | -45% | -2 | -2% | -6% | -6% | 1% | -11% |
| Cc1ccc(C(=O)CSC2=C(C#N)C(c3ccco3)C3=C(CC(C)(C)CC3=O)N2)cc1 (stereo not drawn) | -6% | -14% | -17% | 6 | . | 1% | -24% | 0% | -5% |
| Cc1cc(C)n2nc(C(=O)Nc3cccc(S(=O)(=O)N4CCCC4)c3)nc2n1 | -1% | -14% | -5% | -3 | 7% | -3% | -2% | -16% | -4% |
| CC(=O)c1ccc(NC(=S)N2CCC(Cc3ccccc3)CC2)cc1 | 2% | -7% | 2%[57.1 µM] | -11 | -3% | -1% | -4% | 1% | 4%[57.1 µM] |
| CCN(CCn1cccn1)C(=O)C1CCC(=O)N(CCc2cccc(F)c2)C1 (stereo not drawn) | -2% | -7% | -14% | 2 | -7% | 1% | -6% | 1% | -6% |

Record cards (already shown).
Entry for CS(=O)(=O)N(CC(=O)O)c1ccc2c(c1)OCO2 → Glioma ERSR ind = -4%; USP1-UAF1 inh = 1%; rTrxR1 inhibitor = 4%[57.1 µM]; LDHA block = -4; Vif-APOBEC3F blk = -5%; mIDH1 inhibitor = 0%; RGS4 inh = -37%; Vif-APOBEC3G blk = 2%; TrxR1 substrate = 5%[57.1 µM]
Entry for CCn1nnnc1SCC(=O)Nc1sc(C)c(C)c1C#N → Glioma ERSR ind = -2%; USP1-UAF1 inh = -9%; rTrxR1 inhibitor = 14%; LDHA block = -2; Vif-APOBEC3F blk = -4%; mIDH1 inhibitor = 2%; RGS4 inh = -6%; Vif-APOBEC3G blk = 2%; TrxR1 substrate = 0%
Entry for O=C(Nc1cccnc1)c1cc(-c2ccco2)on1 → Glioma ERSR ind = 0%; USP1-UAF1 inh = -11%; rTrxR1 inhibitor = -16%; LDHA block = -6; Vif-APOBEC3F blk = -17%; mIDH1 inhibitor = 1%; RGS4 inh = -5%; Vif-APOBEC3G blk = 0%; TrxR1 substrate = 1%

Back to the main list, starting 2 compounds before the break.
| Molecule | Glioma ERSR ind | USP1-UAF1 inh | rTrxR1 inhibitor | LDHA block | Vif-APOBEC3F blk | mIDH1 inhibitor | RGS4 inh | Vif-APOBEC3G blk | TrxR1 substrate |
| --- | --- | --- | --- | --- | --- | --- | --- | --- | --- |
| CC(=O)c1ccc(NC(=S)N2CCC(Cc3ccccc3)CC2)cc1 | 2% | -7% | 2%[57.1 µM] | -11 | -3% | -1% | -4% | 1% | 4%[57.1 µM] |
| CCN(CCn1cccn1)C(=O)C1CCC(=O)N(CCc2cccc(F)c2)C1 (stereo not drawn) | -2% | -7% | -14% | 2 | -7% | 1% | -6% | 1% | -6% |
| Cc1ccc(-c2c[n+](CC(=O)N3c4ccccc4Sc4ccccc43)c3n2CCC3)cc1 | -3% | -5% | -15% | -8 | -3% | 4% | 31% | 1% | -12% |
| CCOC(=O)c1c(C)[nH]c(C(=O)COC(=O)c2ccc(O)cc2O)c1C | 5% | -13% | 1% | -14 | 1% | -2% | 4% | 5% | -3% |
| O=C(NCCc1ccc(Cl)cc1)c1ccc(S(=O)(=O)N2CCCC2)cc1 | -3% | -19% | -7% | -1 | -16% | 3% | -36% | 0% | -11% |
| CNc1ccc(C=O)cc1I | -3% | . | -6% | -7 | . | . | . | 3% | -5% |
| CCc1ccc(NC(=O)Cn2nc3c4ccccc4n(Cc4ccccc4)cc-3c2=O)cc1 | -3% | -6% | 21% | 3 | 4% | 7% | 3% | 3% | 3% |
| COc1cccc(C(=O)N2CCC(CCC(=O)Nc3cccc(C)c3)CC2)c1 | 1% | -20% | -7% | -1 | 9% | 9% | -51% | -1% | -6% |
| CC1CCN(S(=O)(=O)c2ccc3c(c2)N(CC(=O)NCCCN2CCCC(C)C2)C(=O)CO3)CC1 (stereo not drawn) | -4% | -15% | 6% | 0 | -3% | 1% | -12% | 2% | 8% |
| COc1ccccc1OCC(=O)NC1CCCCCCC1 | 0% | -20% | -6% | -4 | 5% | 4% | -48% | 0% | -10% |
| CC1(C)CC(NC(=O)C2CCN(S(=O)(=O)c3ccc(Cl)c(C(F)(F)F)c3)CC2)CC(C)(C)N1 | -2% | -8% | 16% | -1 | 0% | 1% | 10% | 2% | -4% |
